Assay outcomes from PubChem.
RXFP1 antagonist: RXFP1 (human) relaxin receptor antagonism; actives 0.59% (n = 350,000); HEK293-RXFP1, relaxin-stimulated cAMP HTRF, 30 min; stronger effect = lower value; activity change, negative = inhibition, % at 57.5 µM; AID 1259400; Q9HBX9;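 active = activity change of -60% or lower, but not beyond a set lower limit; inconclusive = change between -60% and -40%, or beyond the set limit; inactive = change above -40%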; also: % is scaled to controls: 0 for no effect and ±100 for the full control effect
D2 potentiator: D2 dopamine receptor (human) potentiation; P14416; HEK293 T-REx D2, calcium flux, EC20 dopamine potentiation; potentiation, % at 10 µM; actives 0.34% (n = 340,000);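 active = potentiation over 3 SD above the plate norm, cut at about 30% in these data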; also: 0% is about no effect
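Cells plated with tetracycline inducer and held overnight at 30 C; calcium dye loaded 30–90 min at room temperature; baseline taken, compound added and read 180 s; EC20 dopamine then added and read 180 s.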
D1 PAM: enhances dopamine response at the human D1 receptor. P21728. HEK293 TREx D1 cells, calcium flux, dopamine EC20 potentiation. potentiation, % at 10 µM. actives 0.036% (n = 360,000); in the data active = potentiation above about 30%; also: 0% is about no effect
Target sequence (P21728 whole entry, looked up): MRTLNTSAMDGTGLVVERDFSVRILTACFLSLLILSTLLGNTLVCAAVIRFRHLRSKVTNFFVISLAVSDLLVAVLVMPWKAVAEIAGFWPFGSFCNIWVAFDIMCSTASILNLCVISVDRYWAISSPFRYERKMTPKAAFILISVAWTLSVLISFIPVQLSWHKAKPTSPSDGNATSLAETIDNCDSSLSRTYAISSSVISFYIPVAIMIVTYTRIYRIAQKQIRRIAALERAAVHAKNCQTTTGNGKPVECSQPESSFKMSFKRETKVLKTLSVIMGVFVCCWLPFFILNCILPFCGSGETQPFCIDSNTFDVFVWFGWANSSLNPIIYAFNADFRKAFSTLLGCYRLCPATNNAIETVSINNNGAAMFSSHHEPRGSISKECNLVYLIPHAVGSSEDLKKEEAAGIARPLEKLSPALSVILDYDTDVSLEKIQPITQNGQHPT
D2 ag: D2 dopamine receptor (human) agonism; HEK293 T-REx D2 cells, calcium flux agonist mode; AID 485358; activation, % at 2 µM; P14416; actives 0.53% (n = 340,000);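 active = activation over 3 SD above normal in the single-dose calcium agonist read, cut at about 30% in these data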; also: 0% is about no effect
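In this primary screen, compounds producing a positive calcium signal within 180 s of addition to tetracycline-induced, force-coupled HEK293 Trex D2 cells are flagged; cells are dye-loaded with a no-wash calcium kit beforehand.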
TRHR PAM: allosterically enhances the human TRH receptor; TRHR cells, fluo-8 calcium fluorescence, EC20 TRH enhancement; enhancement, % at 2 µM; actives 0.66% (n = 360,000); P34981; in the data active = enhancement above about 30%; also: 0% is about no effect
Target sequence (P34981 whole entry, looked up): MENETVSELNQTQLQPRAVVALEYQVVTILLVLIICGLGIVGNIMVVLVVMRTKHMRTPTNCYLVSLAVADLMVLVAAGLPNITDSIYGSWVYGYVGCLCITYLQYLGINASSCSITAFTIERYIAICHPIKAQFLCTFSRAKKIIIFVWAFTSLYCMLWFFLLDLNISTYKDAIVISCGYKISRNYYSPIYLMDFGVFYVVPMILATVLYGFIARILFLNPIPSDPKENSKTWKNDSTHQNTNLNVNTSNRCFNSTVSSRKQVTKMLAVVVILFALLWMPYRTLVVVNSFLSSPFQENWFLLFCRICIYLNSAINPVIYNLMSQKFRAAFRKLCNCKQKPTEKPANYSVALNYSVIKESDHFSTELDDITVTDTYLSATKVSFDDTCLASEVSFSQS
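TRHR-expressing cells loaded with fluo-8 calcium dye were read kinetically (ex 480/em 530) during compound addition, then stimulated with an EC20 of TRH (10 nM final). Enhancement of the Gq-mediated intracellular calcium response was scored.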
RXFP1 ag: agonists of human relaxin receptor RXFP1. Q9HBX9. HEK293T-RXFP1 cAMP TR-FRET, 30 min; response scale: percent of porcine relaxin response, buffer zero. Potency, µM (doses to about 57.5 µM), for inactives: at the highest dose activation, usual class: activators. actives 0.3% (n = 370,000). AID 2676; active = well fitted activation curve with a large enough effect; inconclusive = small, poorly fitted or top-dose-only effect; also: potency is read from the fitted curve at half-maximal effect; % is scaled to controls: 0 for no effect and ±100 for the full control effect; nearly all actives have a fitted effect of over 60% in size; many of its hits are not listed in these tables
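cAMP rise read by TR-FRET after 30 min, 37C compound exposure (up to 58 uM) in RXFP1-transfected HEK293 cells with Ro 20174 present. EC50 from Hill-equation fits, with 29 nM porcine relaxin as 100% and buffer as basal.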
D1 antag: blocks dopamine activation of the human D1 receptor. P21728. HEK293 TREx D1 cells, calcium flux, dopamine EC80; stronger effect = lower value. activity change, negative = inhibition, % at 10 µM. actives 3.2% (n = 360,000). AID 504652; in the data active = activity change below about -30%; also: % is scaled to controls: 0 for no effect and ±100 for the full control effect
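Tetracycline-induced HEK293 Trex D1 cells, force-coupled to calcium, dye-loaded; compounds added and read 180 s, then EC80 dopamine added and calcium flux tracked kinetically another 180 s.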
D1 agonist: human D1 receptor agonism | P21728 | HEK293 T-REx D1 cells, calcium flux, agonist mode | activation, % at 2 µM | actives 1% (n = 360,000) | AID 504660; in the data active = activation above about 30%; also: 0% is about no effect
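Agonism was scored from calcium flux recorded over 180 s (1 read/s) after pintool compound addition, following a 10-cycle baseline. Cells were inducible force-coupled HEK293 TREx D1, plated overnight at 30 C and loaded with no-wash calcium dye.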
D2 antag: D2 dopamine receptor (human) antagonism; P14416; HEK293 TREx D2 cells, calcium flux, dopamine EC80; inhibition, % at 10 µM; actives 2% (n = 340,000); in the data active = inhibition above about 30%; also: 0% is about no effect
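Measurement of antagonist activity uses fluorescent calcium dye in inducible HEK293 T-REx D2 cells: 10 s baseline, compound addition with 180 s read, EC80 dopamine addition with a further 180 s read.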
The depositor's hits bear a star; ? = inconclusive; · = not tested or not shown; & = joins results of further samples. This is a subset (hit frequency here may not be typical).

The first 2 records (preview)
mol	RXFP1 antagonist	D2 potentiator	D1 PAM	D2 ag	TRHR PAM	RXFP1 ag	D1 antag	D1 agonist	D2 antag
CC(=O)c1cccc(NC(=O)/C(=C\c2ccco2)NC(=O)c2ccco2)c1	8	1	7	-0.1	3	2.8%	1	1	-11
COc1ccccc1/C=C\C=N\n1c(C2CCCCC2)n[nH]c1=S	-35	-11	6	0.1	-10	-1.3%	-8	2	17

The list itself, from the first entry:
mol	RXFP1 antagonist	D2 potentiator	D1 PAM	D2 ag	TRHR PAM	RXFP1 ag	D1 antag	D1 agonist	D2 antag
CC(=O)c1cccc(NC(=O)/C(=C\c2ccco2)NC(=O)c2ccco2)c1	8	1	7	-0.1	3	2.8%	1	1	-11
COc1ccccc1/C=C\C=N\n1c(C2CCCCC2)n[nH]c1=S	-35	-11	6	0.1	-10	-1.3%	-8	2	17
CCc1ccccc1NC(=O)CN(C)C(=O)COc1ccc(C)nc1[N+](=O)[O-]	7	3	-4	0.7	-6	0.9%	-3	2	-9
COc1cccc(N(CC(=O)NCCSc2ccccn2)S(=O)(=O)c2ccccc2)c1	-40	1	·	-3.4	8	1.1%	-1	1	-12
COc1ccc(CCN(C)C(=O)CNC(=O)Cc2cccc3ccccc23)cc1OC	-8	0	15	0.6	3	0.2%	14	0	1
CCOc1nc(NC(=O)NS(=O)(=O)Oc2cccc(Cl)c2)nc(-c2ccccc2)n1	2	-2&14	-4&-4	0.3&2.0	-1&4	-1.6%&0.4%	2&-19	-1&7	7
Cc1ccc(S(=O)(=O)N/N=C\c2cn(CC(N)=O)c3ccccc23)cc1C	-16	-7	7	0.0	-5	-0.5%	-11	11	1
Cc1ccc(CNC(=O)CNS(=O)(=O)c2ccc3c(c2)C(C)(C)C(=O)N3C)cc1	-1	11	-2	-0.4	-2	0.5%	-3	0	-1
O=C(Nc1ncc2c(n1)-c1ccccc1OC2)c1ccc(Cl)cc1Cl	-9	2	-2	-0.7	2	3.2%	3	0	-10
O=C(c1cccs1)N1CCN(Cc2nc3ccccc3c(=O)[nH]2)CC1	0	6	-1	1.4	0	4.2%	-9	3	-12
Cc1cc(C(=O)Nc2cnc3ccccc3c2)ccc1[N+](=O)[O-]	-8	-5	0	·	4	2.0%	-60*	1	·
Cc1cc(C)n2nc(SCCC(=O)NCc3ccccc3)nc2n1	10	·	2	·	-1	9.4%	0	2	·
COc1ccc(CCNc2oc(-c3ccccc3OC)nc2C#N)cc1OC	-1	·	4	·	43*	5.1%	13	3	·
COc1cc2c(C(=O)O)c(C)n(CC(C)C)c2c2ccccc12	-15	-3	2	-0.4	-1	-0.4%	6	0	-13
c1ccc2c(COn3nnc4ccccc43)cccc2c1	-17	17	-9	1.4	-3	2.6%	-16	3	-27
CCCn1c(SCC(=O)NCCc2ccc(OC)c(OC)c2)nc2c1c(=O)n(C)c(=O)n2C	7	0	1	0.5	1	0.8%	1	1	-2
COc1ccc(OC(=O)N2CCOCC2)cc1	19	2	-4	-1.0	-8	1.7%	26	3	21
CC1CCN(S(=O)(=O)c2ccc(C(=O)N3CCCC3C(=O)O)cc2)CC1 (stereo not drawn)	5	-3	0	1.1	2	2.2%	18	0	5
Cc1nc(NC(=O)CSC2=NCCS2)sc1C(=O)N(C)C	10	-1	-1	-1.1	-4	-3.4%	3	0	-4
COc1ccc(C(C)=O)cc1COc1nc(C)nc2ccccc12	-1	2	-3	-0.4	-1	?	-15	3	-1
COc1ccc(C(=O)c2cn(CC(=O)Nc3cc(C)ccc3C)c3nc(C)ccc3c2=O)cc1	-19	-2	3	·	-7	?	1	6	·
CCOC(=O)c1[nH]c(C)c(C(=O)OCC(=O)NC(=O)NC(C)(C)C)c1C	5	-4	4	0.1	-5	0.1%	-20	0	9
COc1ccc(NC(=O)c2c([N+](=O)[O-])c(C(C)(C)C)nn2C)cc1	-3	-1	-6	-0.3	-4	-0.7%	-12	3	8
O=C(O)C1CCCN1C(=O)c1cccs1 (stereo not drawn)	7	-1	6	-1.1	-3	1.2%	7	1	-2
O=C(Nc1ccccc1-c1ccccc1)c1cc(C(F)(F)F)cc(C(F)(F)F)c1	·	-6	-6	1.5	4	0.5%	5	2	11
CC1CCCCN1c1ccc(N)cc1C(N)=O (stereo not drawn)	-11	-28	-1	0.5	6	-1.3%	15	6	-1
COC(=O)Cc1ccc(OC(=O)CCS(=O)(=O)c2ccc(C)cc2)cc1	-14	11	-3	-1.6	-4	-0.6%	-5	-1	-11
O=C(CN1CCOCC1)Nc1ccc(OCc2ccccc2)cc1	-4	-5	11	0.4	-1	0.1%	-16	7	-7
COc1cc2ccccc2cc1C(=O)N1CCc2ccccc21	-11	·	2	·	5	2.1%	5	14	·
CC(C)(O)C#Cc1ccc(C(=O)N2CCC(C(N)=O)(N3CCCCC3)CC2)cc1	0	16	0	-0.7	0	-1.4%	6	2	-13
CCn1ccc2cc(S(=O)(=O)N3CCC(C(=O)NCc4ccc(F)cc4)CC3)ccc21	-5	2	2	0.0	-4	1.2%	-11	6	·
COc1ccc(OCC(O)CNS(=O)(=O)c2ccc(C)cc2)cc1 (stereo not drawn)	2	-2	-2	-0.3	5	-1.4%	-7	5	-31
CCOc1ccc(NC(=O)CN2C(=O)C(C)SC(C)C2=O)cc1 (stereo not drawn)	-7	6	0	0.3	5	-0.5%	30	2	9
CC#CC[N+](C)(C)CCCCCCCCCC	-8	0	-1	·	-3	-6.2%	2	3	·
COc1ccccc1NC(=O)C/C(C)=N/NC(=O)C12CC3CC(CC(C3)C1)C2	-11	1	-3	·	-4	-0.3%	8	2	·
Cc1cc(Cl)ccc1N=C1N=C(N)c2ccccc21	-11	8	-8	-0.1	-5	0.6%	1	1	-8
COc1ccc(NC(=O)NS(=O)(=O)c2ccc(C)cc2)c(OC)c1	-18	2	0	-0.2	4	-3.9%	7	1	-14
COc1ccc(S(=O)(=O)N2CCCCC2)cc1NC(=O)c1cnc(C)cn1	2	16	-2	-0.1	2	2.6%	6	0	14
CCOC(=O)c1c(NC(=O)CN2CCOCC2)sc2c1CCCC2	-24	4	-4	-0.5	2	0.3%	33	2	-5
Cc1ccc(-c2c(C(=O)N/N=C/c3ccco3)nnn2-c2nonc2N)cc1	-6	3	7	3.2	9	1.4%	31	94*	8
CCN(CC)C(=O)CSc1n[nH]c(=O)n1CCc1ccccc1	2	3	-2	1.3	0	0.2%	1	4	-1
CN(C)S(=O)(=O)c1ccc2c(c1)N(CC(=O)N1CCC(C(N)=O)CC1)CCS2	·	-6	-1	-1.4	-4	4.8%	6	4	·
CCOC(=O)C1=C(C)Nc2nnnn2C1c1cccnc1 (stereo not drawn)	1	-5	-1	0.7	-7	1.9%	-5	2	8
COCCN(Cc1ccccc1)C(=O)c1cccc(S(=O)(=O)N2CCN(c3ccccc3)CC2)c1	-10	·	2	·	-4	2.4%	7	2	·
Cc1cc2sc3ccccc3c(=O)c2c(C)c1O	-21	-4	-4	0.0	2	1.0%	2	1	12
COc1cc2[nH]c(=O)n3nc(-c4ccccc4)nc3c2cc1OC	5	22	-1	-0.7	11	1.6%	-7	1	-14
CC(C)CCNC(=O)CSc1nc2ccsc2c(=O)n1Cc1ccccc1Cl	-4	22	0	-1.2	6	0.5%	3	-2	·
O=C(CSc1nnnn1Cc1ccccc1)NCCc1ccccc1	-2	-1	-2	-1.8	-3	0.4%	10	2	32*
CC(C)N1CCN(Cc2ccc(Sc3nncn3C)o2)CC1CCO (stereo not drawn)	4	3	1	2.2	-1	3.5%	5	1	9
CC(C)(C)OC(=O)CC12CCCCC1NC(=O)O2 (stereo not drawn)	·	5	4	0.6	7	0.3%	3	2	-26
O=C(CCc1ccccc1)NCc1ccc2c(c1)CCN2C(=O)c1ccc(Cl)cc1	-8	8	-5	0.4	1	-0.2%	8	1	·
CCOc1cc(-c2nc(-c3ccc(-c4ccccc4)nc3OCC)no2)cc(OCC)c1OCC	-4	-6	2	0.3	-7	13%	1	0	·
Cc1ccc(SCc2nn(C)c(Cl)c2C=O)cc1	-3	0	0	-0.3	0	-0.6%	2	1	-1
CCOc1cc(/C=N/NC(=O)Cn2nc([N+](=O)[O-])cc2C)ccc1OCc1ccc(F)cc1	0	7	-6	-0.6	2	-2.1%	9	0	5
CN(C)C(=O)Cn1c(SCC(=O)NCc2ccc3c(c2)OCO3)nc2ccccc21	-4	5	-4	-0.7	2	0.0%	2	0	-13
COc1ccccc1NC(=O)CSc1ccc2nnc(CCNC(=O)c3ccccc3)n2n1	-5	-2	4	0.0	-2	-0.5%	16	2	-14

Continued.
mol	RXFP1 antagonist	D2 potentiator	D1 PAM	D2 ag	TRHR PAM	RXFP1 ag	D1 antag	D1 agonist	D2 antag
COc1ccc(N2CCN(C(=O)CSc3c4c(nc5ccc(Cl)cc35)CCCC4)CC2)cc1	-7	1	-1	-0.2	-10	8.8%	14	5	·
Cc1onc(-c2c(Cl)cccc2Cl)c1C(=O)Nc1ccc2c(c1)OCCO2	4	7	-5	-0.6	2	0.3%	8	0	-16
O=C(NCC1CC1)NC(=O)c1c(F)cccc1Cl	5	-7	-4	0.9	-6	-0.6%	-4	-1	23
Cc1nnsc1C(=O)Nc1cc(Cl)ccc1Cl	4	·	0	·	-1	-2.6%	-1	0	·
COc1ccc(N(CC(=O)NCCSc2ccccn2)S(C)(=O)=O)cc1	-7	·	-5	·	12	1.9%	4	1	·
Cc1nnn(-c2nonc2N)c1C(=O)N/N=C/c1ccccc1O	-12	4	4	0.7	9	-0.6%	7	1	10
C#Cc1ccc([C@@H]2C=C(C(=O)NCc3ccccc3)O[C@H](OCC)[C@H]2CCCO)cc1	·	8	-4	1.6	-1	0.3%	18	30	10
COc1ccccc1NS(=O)(=O)c1cc(C(=O)NCCC(C)C)ccc1F	2	25	3	-1.0	0	-1.8%	-8	7	-15
CC(=O)Nc1ccc(NC(=O)C2CC(=O)Nc3nc4ccccc4n32)cc1 (stereo not drawn)	-1	4	-10	-0.6	-3	-1.2%	-23	0	-11
CCc1nnc(NC(=O)CCC(=O)N2CCN(Cc3cc(F)ccc3OC)CC2)s1	-6	-20	0	0.7	5	-1.1%	2	4	12
COc1ccc(S(=O)(=O)N/N=C\c2ccc(OC)c(COc3ccc(C)cc3[N+](=O)[O-])c2)cc1	6	4	-4	-0.5	-3	0.8%	-14	1	0
CC1(C)Cc2c(cnn2-c2cccc(F)c2)C(NC(=O)CSc2ccncc2)C1 (stereo not drawn)	-10	-6	-7	-0.2	-2	-0.7%	3	1	-3
